High-throughput results: PubChem, National Center for Advancing Translational Sciences (NCATS)
IL-1B inflam inh – inhibitors of inflammasome signaling (IL-1 beta secretion). THP-1 LPS/ATP IL-1B secretion, AlphaLISA, 16 h; stronger effect = lower value. activity change, % at 57.5 µM. 4.7% of 360,000 active. AID 743279; in the data active = activity change below about -50%; inconclusive = mostly about -30% to -49%; also: % is scaled to controls: 0 for no effect and ±100 for the full control effect
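THP-1 cells pretreated 1 hr with compounds (up to 57.5 uM final), then stimulated with LPS (250 ng/mL final) plus ATP (1.25 mM final); secreted IL-1B measured by AlphaLISA after 16 hr, decreased signal indicating inhibition.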
KB-3-1 cytotox – kills parental KB-3-1 adenocarcinoma cells. KB-3-1 viability, CellTiter-Glo ATP luminescence, 72 h. Potency, µM (series often up to 46.1 µM), for the others: top-dose activity change, negative = cytotoxic, usual class: cytotoxic. 1.4% of 400,000 active. AID 1347075; also: potency is read from the fitted curve at half-maximal effect; % is scaled to controls: 0 for no effect and ±100 for the full control effect; nearly all actives have a fitted effect of over 60% in size
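Cytotoxicity in the drug-sensitive parental line KB-3-1 was scored as loss of CellTiter-Glo luminescence following 72 h incubation with compound. Values come from curve fitting of normalized concentration-response data.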
SW480 rerep – induces DNA re-replication in SW480 colon adenocarcinoma cells; SW480 DNA re-replication, Hoechst DNA content imaging, 48 h; Potency, µM (top dose mostly 46.1 µM), for inactives: top-dose re-replication activation, hits mostly activators; 1.8% of 340,000 active; AID 624297; also: potency is read from the fitted curve at half-maximal effect; % of control where 0% means no effect; nearly all actives have a fitted effect of over 55% in size
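SW480 cells exposed to compounds for 48 hr at 37 C, 5% CO2, then Hoechst-stained 40 min. Nuclear DNA content imaged by fluorescence scanning (405 nm excitation, 500-530 nm emission); re-replication scored as increased high-intensity nuclei.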
MCF10A rereplic – induces DNA re-replication in MCF 10a normal breast cells; MCF 10A DNA re-replication, Hoechst nuclear intensity, 48 h; Potency, µM (top dose mostly 46.1 µM), for the others: at the highest dose activity, positive = re-replication, usual class: activators; 2.9% of 350,000 active; AID 624296; also: potency is read from the fitted curve at half-maximal effect; % of control where 0% means no effect; nearly all actives have a fitted effect of over 50% in size
KB-V1 cytotox – kills drug-selected multidrug resistant KB-V1 cells | 3.4% of 400,000 active | Potency, µM (series often up to 46.1 µM), for the others: at the top dose activity change, negative = cytotoxicity, most hits filed as cytotoxic | KB-V1 MDR cells viability, CellTiter-Glo, 72 h; also: potency is read from the fitted curve at half-maximal effect; % is scaled to controls: 0 for no effect and ±100 for the full control effect; nearly all actives have a fitted effect of over 60% in size
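Readout: CellTiter-Glo luminescence, 10 min after addition. Cells: KB-V1 MDR subline, 72 h at 37 degrees C with compound. Analysis: corrected, normalized data fitted to concentration-effect curves.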
HT1080-NT tox – kills 2HG-producing HT-1080-NT fibrosarcoma cells; HT-1080-NT fibrosarcoma viability, CellTiter-Glo ATP luminescence, 48 h; Potency, µM (series often up to 46.1 µM), for the others: at the highest dose activity, negative = less viability, usual class: cytotoxic; 1.6% of 360,000 active; AID 686970;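 also: NT is the 2HG producing partner of a matched IDH1 knockdown line; potency is read from the fitted curve at half-maximal effect; 0% = DMSO-treated cells and -100% = media-only wells without cells; nearly all actives have a fitted effect of over 55% in size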
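750 cells/well, RPMI + 5% FBS; 2 h settle, compound pin-transfer, 48 h at 37 degrees C. CellTiter-Glo 10 min RT, luminescence. Normalized to DMSO and media-only wells.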
ATXN2 expr inh – reduces ATXN2 reporter expression in HEK-293 cells; HEK-293 ATXN2-luciferase reporter, luminescence, 24 h; Potency, µM (series often up to 57 µM), inactives show at the top dose activity change, negative = inhibition, most hits filed as inhibitors; 0.72% of 360,000 active; AID 1745845; also: potency is read from the fitted curve at half-maximal effect; % is scaled to controls: 0 for no effect and ±100 for the full control effect; nearly all actives have a fitted effect of over 55% in size
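ATXN2-luciferase reporter cells (luciferase flanked by upstream and downstream ATXN2 gene portions) were treated 24 h at 37 °C with compounds at up to 57 uM. SteadyGlo luminescence gave expression; GF-AFC fluorescence gave viability.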
WRN helicase inh – blocks human WRN helicase | Q14191 | WRN helicase unwinding, fluorescent forked duplex, kinetic | Potency, µM (titrated, usually from 114 µM), without a hit: at the highest dose activity change, negative = inhibition, usual class: inhibitors | 0.46% of 360,000 active | AID 651768; also: potency is read from the fitted curve at half-maximal effect; % is scaled to controls: 0 for no effect and ±100 for the full control effect; nearly all actives have a fitted effect of over 55% in size
Target sequence (Q14191 whole entry, looked up): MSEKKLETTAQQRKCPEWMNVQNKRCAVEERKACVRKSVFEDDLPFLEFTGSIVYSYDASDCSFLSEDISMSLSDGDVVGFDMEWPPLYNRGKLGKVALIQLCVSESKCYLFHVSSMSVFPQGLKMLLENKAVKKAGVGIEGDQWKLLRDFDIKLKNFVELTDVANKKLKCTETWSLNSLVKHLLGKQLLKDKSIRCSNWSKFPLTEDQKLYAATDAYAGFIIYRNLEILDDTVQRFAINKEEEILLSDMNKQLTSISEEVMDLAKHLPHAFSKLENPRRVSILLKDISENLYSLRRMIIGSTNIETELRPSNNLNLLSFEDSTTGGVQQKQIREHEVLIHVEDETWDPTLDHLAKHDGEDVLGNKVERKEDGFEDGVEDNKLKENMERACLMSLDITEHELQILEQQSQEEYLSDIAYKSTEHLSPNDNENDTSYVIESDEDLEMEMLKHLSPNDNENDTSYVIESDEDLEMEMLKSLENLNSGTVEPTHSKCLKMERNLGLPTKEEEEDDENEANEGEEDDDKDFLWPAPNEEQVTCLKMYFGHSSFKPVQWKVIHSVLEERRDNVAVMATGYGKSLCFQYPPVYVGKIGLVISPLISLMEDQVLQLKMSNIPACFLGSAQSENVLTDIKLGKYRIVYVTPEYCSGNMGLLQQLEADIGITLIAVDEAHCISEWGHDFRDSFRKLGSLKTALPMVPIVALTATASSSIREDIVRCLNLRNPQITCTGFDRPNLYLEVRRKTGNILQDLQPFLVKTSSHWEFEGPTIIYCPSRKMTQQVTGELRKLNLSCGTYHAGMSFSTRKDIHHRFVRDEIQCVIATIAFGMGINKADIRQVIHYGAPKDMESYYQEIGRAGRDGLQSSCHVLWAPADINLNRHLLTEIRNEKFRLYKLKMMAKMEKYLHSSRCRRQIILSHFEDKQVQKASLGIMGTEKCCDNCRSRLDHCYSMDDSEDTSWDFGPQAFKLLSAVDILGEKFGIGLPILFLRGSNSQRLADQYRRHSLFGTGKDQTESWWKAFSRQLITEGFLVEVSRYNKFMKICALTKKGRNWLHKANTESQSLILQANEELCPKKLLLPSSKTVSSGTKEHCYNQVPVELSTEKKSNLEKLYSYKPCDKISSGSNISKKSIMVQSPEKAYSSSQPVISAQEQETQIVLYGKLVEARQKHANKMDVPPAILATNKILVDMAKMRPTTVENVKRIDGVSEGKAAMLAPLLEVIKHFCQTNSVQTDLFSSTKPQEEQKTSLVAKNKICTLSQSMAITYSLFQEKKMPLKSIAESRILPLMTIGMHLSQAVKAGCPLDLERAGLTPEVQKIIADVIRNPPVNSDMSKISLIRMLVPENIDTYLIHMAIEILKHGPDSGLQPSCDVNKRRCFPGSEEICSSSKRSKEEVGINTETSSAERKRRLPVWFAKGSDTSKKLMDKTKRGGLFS
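Fluorescence dequenching readout, ex 525 nm/em 598 nm, kinetic mode: forked duplex DNA (100 nM final) with adjacent fluorophore and quencher unwound by WRN (20 nM final) with 2 mM ATP. Compound preincubation 15 min, room temperature.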
HT1080 IDH1KD tx – toxicity to HT-1080 IDH1 knockdown cells (counter line); HT-1080 IDH1 knockdown viability, ATP luminescence, 48 h; Potency, µM (titrated, usually from 46.1 µM), for inactives: top-dose activity, negative = toxicity, actives largely listed as cytotoxic; 2% of 360,000 active; AID 686971;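 also: potency is read from the fitted curve at half-maximal effect; 0% = DMSO wells and -100% = cell-free medium wells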
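After a 2 h attachment period, IDH1KD HT-1080 cells took pin-transferred compound for 48 h at 37 °C; ATP-based luminescence after 10 min room-temperature reagent incubation reported viability.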
Starred values were filed as active, the others as inactive; ? = inconclusive; nt = not tested or not shown; [ ] = another dose, or the depositor's remark. Unless noted, calls follow the shape of the dose curve; as a rule, active = well fitted curve in the direction sought with a large enough effect; inconclusive = small, poorly fitted or top-dose-only effect, or another doubt; inactive = no such curve, though single readings can be large; an effect the other way counts as inactive or inconclusive.

SMILES	IL-1B inflam inh	KB-3-1 cytotox	SW480 rerep	MCF10A rereplic	KB-V1 cytotox	HT1080-NT tox	ATXN2 expr inh	WRN helicase inh	HT1080 IDH1KD tx
COc1cc(C(=O)N2CCN(c3ccccc3F)CC2)ccc1OCC(=O)N1CCOCC1	8	-6%	45%	0%	-1%	-7%	6%	-2%	12%
Cc1ccc(-c2nc(CSCC(=O)N3CCN(c4ccccn4)CC3)c(C)o2)cc1	-16	?	8%	10%	?	-21%	?	-4%	-10%
Cc1ccnc(NC(=O)COC(=O)C2COc3ccccc3O2)n1 (stereo not drawn)	-6	14%	-2%	0%	1%	6%	-3%	7%	14%
COc1ccc(C(OCC(O)CNCCc2ccccc2)c2ccc(OC)cc2)cc1 (stereo not drawn)	-107*	?	?	23%	16µM*	23µM*	?	-8%	23µM*
O=C(NN1C(=O)C2C(C1=O)C1C=CC2C12CC2)c1ccccc1Cl (stereo not drawn)	-2	-1%	-1%	0%	13%	15%	-9%	-6%	7%
O=c1c2ccccc2nc(SCc2cc([N+](=O)[O-])cc3c2OCOC3)n1-c1ccccc1	-7	28%	0%	-4%	-31%	-2%	2%	6%	4%
CC(=O)Nc1ccc(NC(=S)NC(=O)c2ccc([N+](=O)[O-])c(C)c2)cc1	-7	22%	0%	2%	24%	17%	4%	-7%	23%
O=C(CSC1=Nc2ccccc2C2=NC(Cc3c[nH]c4ccccc34)C(=O)N12)NC1CCCCC1 (stereo not drawn)	-12	-2%	1%	-2%	-21%	-9%	-8%	16%	-6%
COc1ccccc1NC(=O)C(C)NS(=O)(=O)c1ccc(Cl)cc1 (stereo not drawn)	-3	24%	-2%	7%	1%	0%	-6%	1%	-1%
Cc1cc(C(=O)Nc2sccc2C(N)=O)c(C)o1	-15	5%	18%	1%	-4%	1%	26%	-20%	0%
CCc1ccc(OCC(=O)Nc2ccc3oc(=O)ccc3c2)cc1	4	-4%	0%	1%	-3%	-2%	-3%	2%	2%
COc1ccc(C(C)NC(=O)C23CC4CC(CC(C4)C2)C3)cc1 (stereo not drawn)	2	-7%	-17%	-1%	-5%	5%	-17%	-14%	6%
O=C(CSCc1ccccc1)N1CCN(S(=O)(=O)c2cccc(F)c2)CC1	8	?	-6%	-5%	?	10%	6%	6%	3%
Cc1ccc(N/C(N)=N/c2nc(CSc3ccccn3)cc(=O)[nH]2)c(C)c1	9	-9%	2%	28%	?	18%	-19%	3%[57.1 µM]	?
O=C(Nc1ccccc1O)c1cccc(NC(=O)c2ccco2)c1	57	4%	-11%	0%	5%	8%	-4%	-1%	-10%
CCC1Oc2ccccc2N(CC(=O)Nc2ccc3c(c2)OCCO3)C1=O (stereo not drawn)	1	-30%	-1%	4%	?	7%	23%	5%	-17%
COc1ccc(OC)c(NS(=O)(=O)c2ccc(NC(C)=O)cc2)c1	31	?	23%	?	21µM*	-12%	2%	12%	-27%
O=C(NC1CC2CCCC(C1)N2C(=O)Nc1ccc(Cl)c(C(F)(F)F)c1)C1CC1 (stereo not drawn)	-24	0%	0%	14%	-7%	-1%	-14%	-18%	-12%
CC(C)OC(=O)c1cc(C(=O)c2cc(Br)ccc2O)coc1=N	10	-9%	0%	12%	-4%	-6%	-6%	-18%	-2%
COc1ccc2sc(NCc3ccccc3)nc2c1	-6	3%	-27%	3%	-1%	4%	nt	-1%	0%
O=S1(=O)CCC(NC(=S)Nc2ccc3ccccc3c2)C1 (stereo not drawn)	11	2%	-10%	-1%	10%	2%	26%	1%	13%
COc1ccc(S(=O)(=O)Oc2ccc3cccc(N)c3c2)cc1	-10	?	?	?	?	-23%	2%	-11%	-27%
Cc1c(-c2ccccc2)[n+](=O)c2c(n1[O-])CCC2	0	-2%	-2%[9.22 µM]	1%	12%	1%	-10%	5%	-4%
CN(C)C1=NCCN1CCc1ccccc1	-5	10%	-10%	-4%	9%	5%	-1%	-3%	-5%
C=CCN(Cc1cc(OC)ccc1OC)S(=O)(=O)N(C)C	-12	1%	8%	1%	-19%	1%	-11%	1%	-1%

Further records follow.
SMILES	IL-1B inflam inh	KB-3-1 cytotox	SW480 rerep	MCF10A rereplic	KB-V1 cytotox	HT1080-NT tox	ATXN2 expr inh	WRN helicase inh	HT1080 IDH1KD tx
O=C(O)C1CC=CCC1C(=O)NCCc1ccccc1 (stereo not drawn)	15	2%	-2%	-3%	4%	24%	-6%	-1%	22%
CCn1c(NC)cc(=O)n(C)c1=O	18	-1%	-11%	0%	15%	16%	3%	1%[57.1 µM]	21%
Cc1cc(NC(=O)Cn2nc(C(F)(F)F)c3c2CCCC3)no1	17	11%	-5%	1%	-14%	1%	0%	-5%[57.1 µM]	-14%
CCc1ccc(NC(=O)NC(C)c2ccc3c(c2)OCO3)cc1 (stereo not drawn)	9	-27%	15%	12%	-10%	-1%	-16%	-4%	-19%
O=C(CSc1nc2ccccc2c(=O)[nH]1)N1CCOCC1	14	2%	2%	0%	-7%	-3%	2%	-4%	-27%
Cc1ccc(CS(=O)Cc2ccc(C(=O)NCc3ccccc3)o2)cc1 (stereo not drawn)	16	13%	0%	1%	9%	0%	5%	5%	6%
O=C(CCN1C(=O)c2ccccc2C1=O)Nc1ccc(-c2cn3ccsc3n2)cc1	-3	14%	1%	19%	-1%	-15%	1%	7%	-14%
O=c1cc(N2CCOCC2)[nH]c(=O)n1-c1ccc(Cl)cc1	11	12%	-1%	-6%	-16%	-17%	4%	-4%	-2%
Cc1ccc(S(=O)(=O)c2c(O)c3ccc(C(=O)O)cc3[nH]c2=O)cc1	-9	6%	-1%	2%	6%	0%	6%	-6%[57.1 µM]	14%
CC1CCCCC1NC(=O)CCCn1c(=S)[nH]c2ccsc2c1=O (stereo not drawn)	0	3%	?	0%	15%	-8%	1%	0%	-2%
Clc1ccc2[nH]c3c(NCCN4CCOCC4)ncnc3c2c1	?	4%	-4%	?	5%	-17%	?	-3%[57.1 µM]	?
CC(C)CN(C(=O)c1ccc(N2CCCC2=O)cc1)c1c(N)n(Cc2ccccc2)c(=O)[nH]c1=O	-6	-4%	-7%	16%	1%	0%	10%	-16%	-2%
Cc1cccc(NC2=C(C#N)C(=O)NC3(CCCC3)S2)c1	-19	-26%	1%	?	12%	-15%	nt	5%	-7%
CCOC(=O)C1=NOC(Cn2cc(C#N)c(=O)n(C)c2=O)C1 (stereo not drawn)	2	6%	-2%	-4%	4%	16%	-1%	-11%	13%
O/N=C(\c1ccc2c(c1)OCCO2)C1CCCCC1	27	1%	-6%	9%	2%	-11%	4%	-17%	-10%
COc1ccc(S(=O)(=O)n2nc(OC(=O)c3ccccc3Br)cc2N)cc1	3	5%	-6%	?	14%	2%	-7%	35%	1%
COc1ccc(/C=C2\SC(=S)N(CCC(=O)Nc3cccc(C(=O)O)c3)C2=O)cc1	-2	3%	-5%	?	-2%	14%	nt	-13%[11.6 µM]	5%
Cc1cccc(N2CCN(S(=O)(=O)c3cnc[nH]3)CC2)c1C	10	-1%	0%	-1%	2%	1%	-13%	-2%	-16%
C=CCNc1ncnc2c1ncn2[C@H]1CN(Cc2ccc3c(c2)OCO3)C[C@@H](CO)O1	15	0%	nt	nt	3%	25%	10%	1%	11%
O=C(CCSc1nc(-c2ccco2)cc(C(F)(F)F)n1)NCc1ccccn1	-22	19%	0%	0%	-19%	7%	10%	-4%	14%
CC1CCN(c2ccccc2NC(=O)c2cc([N+](=O)[O-])ccc2N2CCOCC2)CC1	-8	nt	19%	?	nt	1%	-25%	-17%	-2%
COc1ccc(CCNS(=O)(=O)c2ccc(C3CNC(=O)C3)cc2)cc1OC (stereo not drawn)	1	0%	2%	-1%	6%	0%	3%	-1%	7%
Cc1nnc(SCC(=O)Nc2ccc3c(c2)OCCO3)n1N	9	-1%	-21%	0%	11%	5%	-1%	1%	8%
Cc1ccccc1C(C(=O)NC1CCCC1)N(C(=O)Cc1cccs1)c1ccc2c(c1)OCCO2 (stereo not drawn)	-9	-10%	?	-4%	0%	?	-30%	-15%	-10%
O=C(CCCN=C1NS(=O)(=O)c2ccccc21)OCC(=O)c1ccccc1Cl	21	15%	-4%	3.7µM*	19%	5%	2%	4%	5%
Cc1ccc2nc(SCC(=O)NC3CCCc4ccccc43)[nH]c2c1 (stereo not drawn)	6	?	?	15µM*	15µM*	?	-27%	-8%	?
Cc1cccc(C(=O)Nc2cccc(C(=O)N/N=C/c3ccncc3)c2)c1	15	8%	-3%	2%	3%	18%	6%	1%	12%
CCCCn1c(N)c(C(=S)NC(=O)CC(C)C)c(=O)n(C)c1=O	20	-24%	-1%	?	?	?	-21%	-16%[57.1 µM]	?
CC1CCN(CC(=O)Nc2nc(-c3ccccc3)cs2)CC1	-8	0%	-2%	?	-14%	-3%	11%	-6%	5%
CC(CN(C)C)CN1c2ccccc2Sc2ccccc21 (stereo not drawn)	?	-1%	-20%	-9%	18µM*	16µM*	-20%	1%	?

3 entries already listed, arranged by the value under WRN helicase inh, descending:
structure | WRN helicase inh
C=CCNc1ncnc2c1ncn2[C@H]1CN(Cc2ccc3c(c2)OCO3)C[C@@H](CO)O1 | 1%
Cc1cccc(N2CCN(S(=O)(=O)c3cnc[nH]3)CC2)c1C | -2%
CC1CCN(c2ccccc2NC(=O)c2cc([N+](=O)[O-])ccc2N2CCOCC2)CC1 | -17%
